Assay outcomes deposited in PubChem BioAssay by Broad Institute.
T cruzi growth: T. cruzi intracellular proliferation inhibitors, primary screen, cell-based, beta-gal Tulahuen parasites, NIH3T3 host, luminescence | T. cruzi beta-gal in NIH3T3, GalScreen luminescence, 90 h | inhibition, % at 8.34 µM | 77,000 tested, 5.9% active | AID 624255, 2012;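 active = mean inhibition above about 93%, with at least 55% of replicates each passing it, limit read from the data, passing the limit was not always enough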
Pf Dd2 inh: P. falciparum Dd2 growth inhibitors, primary screen, SYBR Green fluorescence, single dose replicates | 72 h; hits give low values | activity change, % at 10 µM | 94,000 tested, 2.3% active | AID 1159554, 2015; in the data active = activity change below about -80%
KDM4C inh: inhibitors of GASC-1 (KDM4C) histone demethylase, primary screen, biochemical, single concentration HTS; inhibition, % at 12.5 µM; Lysine-specific demethylase 4C (Homo sapiens), Q9H3R0; AID 720574, 2013; GST-KDM4C 2-372, H3K9me3 peptide, LANCE TR-FRET; 96,000 tested, 0.15% active;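 active = mean replicate inhibition above about 25%, with at least 55% of replicates also reaching it, limit read from the data, passing the limit was not always enough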
Target sequence (Q9H3R0 2-372 limits assumed): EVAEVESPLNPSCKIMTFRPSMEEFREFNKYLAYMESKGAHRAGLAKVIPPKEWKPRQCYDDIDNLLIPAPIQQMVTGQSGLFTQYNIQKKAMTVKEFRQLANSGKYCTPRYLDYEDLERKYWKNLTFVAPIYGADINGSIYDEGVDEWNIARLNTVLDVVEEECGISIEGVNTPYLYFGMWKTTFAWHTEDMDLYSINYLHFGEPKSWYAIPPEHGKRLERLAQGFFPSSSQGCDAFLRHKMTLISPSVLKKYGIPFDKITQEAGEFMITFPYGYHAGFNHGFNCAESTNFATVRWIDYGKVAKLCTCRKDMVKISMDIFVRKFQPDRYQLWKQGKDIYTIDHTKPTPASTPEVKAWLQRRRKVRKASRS
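Test system: N-terminal GST-fused human GASC-1 (KDM4C) fragment, residues 2-372; quantity: GASC-1 enzyme at 10 nM final in reaction; dosing: single dose; schedule: 30 min demethylation and 1 h detection at room temperature; signal: LANCE TR-FRET, excitation 340 nm, emissions 618 and 671 nm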
C diff HTS: C. difficile growth inhibitors, primary screen, HTS | AID 1259249, 2017 | Clostridium difficile clinical isolate growth, OD600, 24 h; hits give low values | growth activity, negative = inhibition, % at 16 µg/mL (by protocol) | 86,000 tested, 0.25% active;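 active = mean growth activity at or below -80% and every replicate also at or below -80%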;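 also: 0% = DMSO wells and -100% = levofloxacin 16 µg/mL wells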
Starred values were filed as active, the others as inactive; · = not tested or not shown; & = joins results of further samples. Rows were taken by chance, and some 6.7% of all compounds hit somewhere here.

Sample of the layout (3 entries):
SMILES | T cruzi growth | Pf Dd2 inh | KDM4C inh | C diff HTS
CC(C)NC(=O)Nc1ccc2c(c1)C(=O)N([C@@H](C)CO)C[C@H](C)[C@@H](CN(C)C(=O)NC1CCCCC1)OCCCC[C@H](C)O2 | 14 | -31 | -1.0 | -5
COc1ccc(NC(=O)N(C)C[C@@H]2Oc3ccc(NS(=O)(=O)c4ccc(C)cc4)cc3CC(=O)N([C@H](C)CO)C[C@@H]2C)cc1 | -4 | 11 | -2.9 | ·
C[C@@H]1CN([C@H](C)CO)C(=O)c2cc(NC(=O)CCCN(C)C)ccc2O[C@@H](C)CCCCO[C@@H]1CN(C)S(=O)(=O)c1ccc(Cl)cc1 | -8 | -32 | 0.1 | -2

The list itself, from the first entry:
SMILES | T cruzi growth | Pf Dd2 inh | KDM4C inh | C diff HTS
CC(C)NC(=O)Nc1ccc2c(c1)C(=O)N([C@@H](C)CO)C[C@H](C)[C@@H](CN(C)C(=O)NC1CCCCC1)OCCCC[C@H](C)O2 | 14 | -31 | -1.0 | -5
COc1ccc(NC(=O)N(C)C[C@@H]2Oc3ccc(NS(=O)(=O)c4ccc(C)cc4)cc3CC(=O)N([C@H](C)CO)C[C@@H]2C)cc1 | -4 | 11 | -2.9 | ·
C[C@@H]1CN([C@H](C)CO)C(=O)c2cc(NC(=O)CCCN(C)C)ccc2O[C@@H](C)CCCCO[C@@H]1CN(C)S(=O)(=O)c1ccc(Cl)cc1 | -8 | -32 | 0.1 | -2
C[C@H](CO)N1C[C@H](C)[C@@H](CN(C)C)Oc2ccc(NC(=O)CCC(F)(F)F)cc2C1=O | · | 15 | 1.5 | 1
C[C@H]1CCCCO[C@@H](CN(C)Cc2ccc(C(F)(F)F)cc2)[C@@H](C)CN([C@@H](C)CO)C(=O)c2cc(NC(=O)Cc3ccccc3)ccc2O1 | 2 | -67 | -1.4 | ·
C[C@H](CO)N1C[C@H](C)[C@@H](CN(C)C(=O)c2cccnc2)Oc2ncc(C#CCN(C)C)cc2C1=O | -4 | 43 | 1.1 | -1
CO[C@@H]1CN(C)C(=O)c2ccc(NC(=O)C3CC3)cc2OC[C@@H](C)N(C(C)=O)C[C@@H]1C | 30 | 16 | -0.2 | -2
C[C@@H]1CN([C@@H](C)CO)S(=O)(=O)c2ccc(C3=CCCCC3)cc2O[C@@H]1CN(C)Cc1ccncc1 | 102* | -44 | -0.7 | -8
C[C@@H]1CN([C@H](C)CO)C(=O)c2cc(C#CC3CC3)cnc2O[C@@H]1CN(C)Cc1ccccc1C(=O)O | 35 | -3 | -0.5 | -3
CO[C@@H]1CN(C)C(=O)c2cc(NC(=O)c3ccccc3)ccc2OC[C@H](C)NC[C@H]1C | 3 | 8 | 0.3 | ·
CC(=O)N(C)C[C@@H]1Oc2ncc(-c3ccc(C)cc3)cc2C(=O)N([C@@H](C)CO)C[C@H]1C | 28 | 7 | 7.5 | 3
C[C@@H]1CN([C@@H](C)CO)C(=O)Cc2cc(NS(=O)(=O)c3ccccc3)ccc2O[C@@H]1CN(C)CC1CCCCC1 | 3 | -27 | -3.3 | -8
C[C@H](CO)N1C[C@H](C)[C@@H](CN(C)C(=O)c2ccccn2)Oc2cc(C#Cc3ccc(F)cc3)ccc2S1(=O)=O | 45 | -70 | 7.5 | -4
O=C(Cc1ccccc1)N1CC[C@H]2[C@H](CO)Nc3ccc(C#Cc4cccc(F)c4)cc3[C@H]21 | · | -59 | -1.0 | 3
C[C@@H]1CN([C@H](C)CO)C(=O)c2cc(NS(=O)(=O)c3ccc(F)cc3)ccc2O[C@@H]1CN(C)C(=O)Nc1ccccc1 | 8 | 6 | 3.6 | -2
Cc1ccccc1-c1ccc(C2[C@H]3CNC[C@@H]2N3C(=O)Nc2ccc(F)cc2)cc1 (stereo partly specified) | · | 2&7 | 0.0&-2.9 | 59&75
CO[C@H]1CN(C)C(=O)c2cc(NC(=O)Nc3ccccc3Cl)ccc2OC[C@H](C)NC[C@H]1C | 30 | -21 | -1.1 | ·
Cc1noc(C)c1S(=O)(=O)Nc1ccc2c(c1)CC(=O)N([C@@H](C)CO)C[C@@H](C)[C@H](CN(C)Cc1ccc(C(=O)Nc3ccccc3N)cc1)O2 | 69 | -53 | -0.4 | 13
C/C=C/c1cnc2c(c1)C(=O)N([C@@H](C)CO)C[C@H](C)[C@H](CN(C)S(=O)(=O)c1ccc(OC)cc1)O2 | 39 | -21 | -0.1 | 0
C[C@@H]1CCCCO[C@@H](CN(C)S(C)(=O)=O)[C@@H](C)CN([C@@H](C)CO)C(=O)c2cc(N(C)C)ccc2O1 | 15 | 1 | 9.5 | -3
N#Cc1ccc(-c2ccc([C@@H]3[C@H]4CNC[C@@H]3N4Cc3ccc4c(c3)OCO4)cc2)cc1 | · | -18 | 2.1 | 66
C/C=C/c1ccc2c(c1)O[C@@H](CNC)[C@H](C)CN([C@@H](C)CO)S2(=O)=O | · | -27 | -0.4 | ·
O=C(Nc1cccc(F)c1)N1CC(=O)N2[C@H](C1)[C@H](c1ccc(-c3ccccc3)cc1)[C@@H]2CO | · | 19 | 0.5 | 3
CC(C)NC(=O)N(C)C[C@H]1Oc2c(NS(=O)(=O)c3cccs3)cccc2C(=O)N([C@H](C)CO)C[C@@H]1C | -37 | 30 | -0.3 | ·
C[C@H](O)C#Cc1ccc2c(c1)O[C@@H](CN(C)C(=O)c1ccccc1)[C@@H](C)CN([C@H](C)CO)S2(=O)=O | 10 | -4 | 14 | 3

An excerpt of these results, with two lines to a compound:
Every second line gives: T cruzi growth | Pf Dd2 inh | KDM4C inh | C diff HTS
- C[C@@H]1CN([C@H](C)CO)C(=O)c2cc(C#CC3CC3)cnc2O[C@@H]1CN(C)Cc1ccccc1C(=O)O
→ 35 | -3 | -0.5 | -3
- CC(C)NC(=O)N(C)C[C@H]1Oc2c(NS(=O)(=O)c3cccs3)cccc2C(=O)N([C@H](C)CO)C[C@@H]1C
→ -37 | 30 | -0.3 | ·
- N#Cc1ccc(-c2ccc([C@@H]3[C@H]4CNC[C@@H]3N4Cc3ccc4c(c3)OCO4)cc2)cc1
→ · | -18 | 2.1 | 66

In a second layout: results already given
Structure,T cruzi growth,Pf Dd2 inh,KDM4C inh,C diff HTS
C[C@H](CO)N1C[C@H](C)[C@@H](CN(C)C(=O)c2cccnc2)Oc2ncc(C#CCN(C)C)cc2C1=O,-4,43,1.1,-1
C[C@H]1CCCCO[C@@H](CN(C)Cc2ccc(C(F)(F)F)cc2)[C@@H](C)CN([C@@H](C)CO)C(=O)c2cc(NC(=O)Cc3ccccc3)ccc2O1,2,-67,-1.4,·
C/C=C/c1ccc2c(c1)O[C@@H](CNC)[C@H](C)CN([C@@H](C)CO)S2(=O)=O,·,-27,-0.4,·
C[C@@H]1CCCCO[C@@H](CN(C)S(C)(=O)=O)[C@@H](C)CN([C@@H](C)CO)C(=O)c2cc(N(C)C)ccc2O1,15,1,9.5,-3

The results go on:
SMILES | T cruzi growth | Pf Dd2 inh | KDM4C inh | C diff HTS
Cc1noc(C)c1S(=O)(=O)Nc1ccc2c(c1)C(=O)N([C@H](C)CO)C[C@H](C)[C@H](CN(C)C(=O)Nc1ccccc1)OCCCC[C@@H](C)O2 | 51 | 1 | -0.1 | -1
COc1ccc(NC(=O)N(C)C[C@H]2Oc3ncc(C#CC(C)C)cc3C(=O)N([C@@H](C)CO)C[C@@H]2C)cc1 | · | -1 | -0.1 | -10
CC(C)NC(=O)N(C)C[C@@H]1Oc2ccc(NS(=O)(=O)c3cccs3)cc2C(=O)N([C@H](C)CO)C[C@H]1C | -7 | 33 | 0.3 | ·
C[C@@H]1CN([C@H](C)CO)C(=O)c2cccc(NS(=O)(=O)c3cccs3)c2O[C@@H]1CN(C)Cc1ccc(Oc2ccccc2)cc1 | 9 | -25 | -1.0 | ·
CN(C)CC(=O)N[C@@H]1CC[C@@H](CCn2cc(C3CCCC3)nn2)O[C@@H]1CO | -32 | 4 | 11 | 1
COCC(=O)N1[C@H](CO)[C@H](c2ccccc2)C12CN(C(=O)c1ccccc1)C2 | · | 23 | -0.2 | -2
CCN(C[C@@H]1[C@@H](c2ccc(C3=CCCCC3)cc2)[C@@H](CO)N1C(C)=O)C(C)=O | · | -11 | 4.0 | -6
COc1ccc(S(=O)(=O)N2CCC3(CC2)CN(C(=O)CN(C)C)[C@H](CO)c2c3c3ccc(OC)cc3n2C)cc1 | · | -69 | -0.6 | -8
C[C@@H]1CN([C@@H](C)CO)S(=O)(=O)c2ccc(C#Cc3ccncc3)cc2O[C@H]1CN(C)C(=O)C1CCOCC1 | · | 12 | -1.0 | 4
COCC(=O)Nc1ccc2c(c1)C(=O)N(C)C[C@@H](OC)[C@H](C)CN(CCc1ccccc1)[C@@H](C)CO2 | -63 | -37 | 1.8 | 3
CNC[C@@H]1Oc2cc(C#CC3(O)CCCC3)ccc2S(=O)(=O)N([C@@H](C)CO)C[C@@H]1C | 16 | -34 | 0.1 | -1
O=C(C[C@@H]1C[C@@H]2c3cc(NC(=O)CC4CC4)ccc3O[C@@H]2[C@@H](CO)O1)NCc1cc(F)ccc1F | 2 | 7 | 0.0 | 0
Cc1cc(C(=O)Nc2cccc3c2O[C@H](CN(C)C(=O)Nc2ccccc2)[C@H](C)CN([C@@H](C)CO)C3=O)n(C)n1 | 90 | -19 | 1.9 | -3
Cc1cccc(S(=O)(=O)N2C[C@H]3[C@@H](c4ccccc42)[C@@H](CO)N3CC2CCCC2)c1 | 99* | -32 | -0.5 | 38
O=C(C[C@H]1CC[C@H]2[C@@H](COC[C@H](O)CN2Cc2ccccc2F)O1)NC1CCC1 | -59 | · | 3.0 | 3&-7
C[C@@H]1CCCCO[C@H](CN(C)Cc2ccncc2)[C@H](C)CN([C@@H](C)CO)C(=O)c2cc(NS(=O)(=O)c3cccs3)ccc2O1 | 17 | -30 | 0.2 | 0
C[C@@H]1CN([C@@H](C)CO)C(=O)c2cc(NC(=O)Nc3cccc4ccccc34)ccc2O[C@@H]1CN(C)Cc1ccc(C(F)(F)F)cc1 | 106* | 33 | -1.5 | 13
C[C@H]1CN([C@@H](C)CO)C(=O)c2c(c3ccccc3n2C)-c2ccccc2CO[C@@H]1CN(C)Cc1ccc(-c2ccccc2)cc1 | · | -92* | -3.1 | 17
COc1ccc(S(=O)(=O)Nc2cccc3c2O[C@H](CN(C)S(=O)(=O)c2ccc(C)cc2)[C@@H](C)CN([C@@H](C)CO)C3=O)cc1 | 39 | -27 | 3.8 | -12
O=S(=O)(c1ccccc1)N1CCCCN2[C@H](CO)[C@H](c3ccc(C#Cc4ccccc4)cc3)[C@@H]2C1 | 38 | 5 | -2.0 | 19
O=C(C[C@H]1CC[C@H](NC(=O)Nc2cc(F)ccc2F)[C@H](CO)O1)NCc1ccc2c(c1)OCO2 | -24 | -22 | 0.5 | ·
COc1ccc(CN(C)C[C@H]2Oc3ccc(NC(=O)Nc4ccc(C(F)(F)F)cc4)cc3CC(=O)N([C@@H](C)CO)C[C@@H]2C)cc1 | 9 | 10 | 1.2 | 34
CC(=O)N(C)C[C@H]1Oc2cc(C#C[C@H](C)O)ccc2S(=O)(=O)N([C@H](C)CO)C[C@H]1C | 11 | 29 | 0.3 | 2
O=C(N[C@@H]1CC[C@H](CCNS(=O)(=O)c2cccc(Cl)c2)O[C@H]1CO)c1ccncc1 | 86 | -5 | -0.1 | ·
Cc1ccc(S(=O)(=O)N[C@@H]2CC[C@H](CCNC(=O)C3CC3)O[C@@H]2CO)cc1 | · | · | -1.2 | 3
CCC(=O)N1CC[C@@H]2[C@@H](CO)N(C)c3ccc(-c4ccccc4)cc3[C@@H]21 | 32 | 13 | 6.2 | -1
O=C(C[C@H]1CC[C@H]2[C@@H](COC[C@@H](O)CN2C(=O)c2cccnc2)O1)NC1Cc2ccccc2C1 | 39 | 11 | -2.2 | -1&-1
C[C@@H]1CN([C@@H](C)CO)C(=O)Cc2cc(NC(=O)C3CCCCC3)ccc2O[C@H]1CN(C)Cc1ccc(-c2ccccc2)cc1 | 31 | -60 | -1.2 | 29
CC(C)c1cn(CC[C@H]2CC[C@@H](NS(=O)(=O)Cc3ccccc3)[C@@H](CO)O2)nn1 | -6 | 17 | 0.0 | ·
CCNC[C@@H]1[C@H](c2ccccc2)[C@H](CO)N1C(=O)Cc1ccccn1 | 20 | -7 | -0.5 | -5
